# Source: PubChem (several laboratories)
# HPDE-C7 cytotoxicity – cytotoxicity in HPDE-C7 cells, cell-based, fluorescence, HTS (AID 430). HPDE-C7 pancreatic duct cells viability, fluorescence; higher % means a stronger effect. one-dose cytotoxicity, % at 10 µM; EC50 in µM for titrated hits. hit rate 1.8% among 63,000;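 also: cells exposed to compound for 48 hours before viability readout; 0% = vehicle and 100% = reference cytotoxic drug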
# Bfl-1 displacement – Bfl-1 inhibitors, primary screen, biochemical, fluorescence polarization, FITC-Bid, mouse (AID 432) | Bcl-2-related protein A1 (Mus musculus) | FITC-Bid BH3 peptide fluorescence polarization displacement; higher % means a stronger effect | displacement, % at 20 µM; hits with a dose series show IC50 in µM | hit rate 0.02% among 64,000; in the data active = a potency from the dose series; inactive = the rest, 99 in 100 with displacement below about 15%; also: strong numbers were not always called active
# Spn DPM-DC inh – S. pneumoniae DPM-DC inhibitors, primary screen, biochemical, PK/LDH-coupled NADH fluorescence | diphosphomevalonate decarboxylase (Streptococcus pneumoniae D39) | purified DPM-DC | calls only at 10 µM | hit rate 0.49% among 65,000;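 active = the 320 compounds with the highest percent inhibition in the single-dose primary screen, excluding strongly autofluorescent ones, cut at about 32% in these data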;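 also: kinetic rate of NADH fluorescence loss reporting ADP formed by the decarboxylase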
# KRASV12 cytotoxicity – cytotoxicity in KRAS-transformed pancreatic duct cells, primary screen, cell-based, fluorescence, HTS (AID 431). HPDE-C7K KRASV12 cells, Alamar Blue viability, 48 h; higher % means a stronger effect. cytotoxicity, % at 10 µM; hits with a dose series show EC50 in µM. hit rate 1.7% among 63,000;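 active = compounds whose percent cytotoxicity in the single-dose primary screen, scaled between solvent and toxic-drug controls, exceeds 50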;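 also: 0% = DMSO solvent wells and 100% = doxorubicin-treated wells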
# LYP inhibition – LYP phosphatase inhibitors, primary screen, biochemical, DiFMUP fluorescence, recombinant catalytic domain, 10 µM (AID 606); inhibition, % at 10 µM; hits with a dose series show IC50 in µM; Tyrosine-protein phosphatase non-receptor type 22 (Homo sapiens); 52,000 tested, under 10 active; recombinant LYP catalytic domain, DiFMUP fluorescence; higher % means a stronger effect;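 active = IC50 under 40 µM in the dose-response test; inactive = IC50 of 40 µM or more, or never dose-tested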
# HT1080 viability – cytotoxicity in HT1080 fibrosarcoma cells, cell-based, fluorescence readout (AID 620) | HT1080 viability, fluorescence; higher % means a stronger effect | cytotoxicity, % at 10 µM; hits with a dose series show EC50 in µM | hit rate 0.42% among 87,000;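 also: cells exposed to compound overnight then 4 h with Alamar Blue; 0% = vehicle DMSO and 100% = killing control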
# Spn PMK inh – S. pneumoniae PMK inhibitors, primary screen, biochemical, mevalonate pathway, pilot trial included. phosphomevalonate kinase (Streptococcus pneumoniae D39). purified PMK, PK/LDH-coupled NADH absorbance 340 nm. inhibition, % at 10 µM. hit rate 0.49% among 65,000. AID 539, 2006;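 active = top-ranked compounds by inhibition in the single 10 µM screen, taking a fixed number of the strongest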;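 also: 0% = full reaction with DMSO carrier and 100% = background rate without enzyme reaction; no value below 0 was filed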
# Spn MK inh – S. pneumoniae MK inhibitors, primary screen, biochemical, PK/LDH-coupled NADH absorbance. purified MK, PK/LDH-coupled NADH absorbance 340 nm. inhibition, % at 10 µM. hit rate 0.48% among 65,000. AID 555, 2006. mevalonate kinase [Streptococcus pneumoniae D39];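 active = ranked among the strongest by inhibition in the single 10 µM screen, a fixed top-ranked set picked for dose follow-up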; also: no value below 0 was filed
# Alkaline phosphatase – human TNAP enzyme inhibitors, biochemical, luminescent (AID 518); inhibition, % at 20 µM, or IC50 in µM where a hit was titrated; purified TNAP enzyme, luminescent substrate readout; higher % means a stronger effect; hit rate 0.09% among 64,000; in the data active = a potency from the dose series; inactive = the rest, 99 in 100 with inhibition below about 22%;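 also: plate controls were vehicle for no effect and reference inhibitor for full effect; many of its hits are not listed in these tables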
# Spn PMK inh pilot replicates – further read-out of Spn PMK inh, marked with its call; inhibition, %; measured here: pilot screen replicates
# Spn MK inh pilot replicates – also measured in Spn MK inh; calls as there; inhibition, %; measured here: pilot screen replicates
# Spn DPM-DC inh pilot screen % – recorded beside Spn DPM-DC inh, whose call it bears; inhibition, %; measured here: pilot screen trials
# * = called active by the depositor; i = inactive; nt = no result given. Rule as the data show it, unless noted: active = cytotoxicity above about 50%; inactive = the rest.
SMILES,HPDE-C7 cytotoxicity,Bfl-1 displacement,Spn DPM-DC inh,KRASV12 cytotoxicity,LYP inhibition,HT1080 viability,Spn PMK inh,Spn MK inh,Alkaline phosphatase,others
COC(=O)CC1C(=O)NC2CCCCC2N1C(=O)c1ccccc1 (stereo not drawn),5%,3%,i,3%,10%,8%,8,4,8%,
Fc1ccc(C2=Nn3c(Cc4ccccc4)nnc3SC2)cc1,-2%,0%,i,0%,13%,-5%,6,4,12%,
Cc1ccc2cc(CN(Cc3nnnn3C3CCCC3)C3CCCCC3)c(=O)[nH]c2c1C,-18%,-3%,i,-29%,16%,-1%,15,0,-2%,
Cc1ccc(O)c(C2=NOC(O)(C(F)(F)C(F)F)C2)c1 (stereo not drawn),-7%,0%,i,-10%,nt,-2%,0,6,-3%,
COc1ccccc1-c1cc(C(=O)NCc2cccs2)no1,2%,-7%,i,-4%,-21%,-9%,13,0,6%,
Cc1nn(C(=O)c2cccs2)c(N)c1-c1ccccc1,-2%,-3%,i,-2%,11%,-7%,0,8,10%,
COCCNC(=O)c1c[nH]c2ccc(OC)cc2c1=O,-1%,-3%,i,-1%,4%,-10%,11,9,8%,
CCOC(=O)c1ccc(NC(=O)CCc2ccc(CC)o2)cc1,11%,-11%,i,8%,nt,-17%,10,1,10%,
O=c1cc(C(F)(F)F)nc(-c2ccccc2)[nH]1,4%,2%,i,-12%,nt,-7%,6,3,1%,
COc1cc(NC(=O)c2cnn3c(C)cc(C)nc23)c(OC)cc1Cl,13%,-2%,i,9%,16%,12%,8,5,10%,
COc1ccc(CCN2CC34C=CC(O3)C(C(=O)NCc3ccccc3)C4C2=O)cc1OC (stereo not drawn),-4%,-5%,i,4%,8%,-6%,1,9,8%,
CCCCCc1c(O)c2ccccc2[nH]c1=O,4%,1%,i,4%,-3%,3%,0,2,10%,Spn PMK inh pilot replicates=1.5;Spn MK inh pilot replicates=0.5;Spn DPM-DC inh pilot screen %=3.5
C=CCn1c(SC(CCO)C(=O)NCc2ccco2)nc2sc3c(c2c1=O)CCC3 (stereo not drawn),6%,-1%,i,4%,nt,nt,0,6,8%,
Cc1ccc(OCn2c(=O)sc3ccccc32)cc1,-15%,-4%,i,-12%,11%,-1%,3,17,11%,
CCOC(=O)C(CC)n1cnc2c(cnn2-c2ccc(Cl)cc2)c1=O (stereo not drawn),-12%,-2%,i,-19%,-12%,-6%,18,6,4%,
Nc1ccc(-n2c(N)c(C(=O)NCc3ccc4c(c3)OCO4)c3nc4ccccc4nc32)cc1,27%,5%,i,36%,5%,-5%,1,8,8%,Spn PMK inh pilot replicates=4.5;Spn MK inh pilot replicates=2.0;Spn DPM-DC inh pilot screen %=11
COc1ccc2[nH]c3c(NCCN4CCCCC4)ncnc3c2c1,-3%,1%,nt,16%,13%,11%,8,5,-17%,
COc1ccc(-n2c(Cc3cccn3C)nnc2SCC(=O)Nc2ccccc2C)cc1,-16%,-5%,i,-4%,6%,-10%,8,0,6%,
COc1ccccc1N1CCN(C(=O)CN(c2cc(C)cc(C)c2)S(C)(=O)=O)CC1,-6%,-1%,i,-26%,2%,6%,0,4,7%,
CC(C)OCCCNc1nc2c([nH]1)c(=O)n(C)c(=O)n2C,nt,-4%,i,nt,6%,0%,0,11,4%,
COC(=O)c1sccc1NC(=O)Cn1nnc(-c2ccc(C)cc2)n1,-2%,-5%,i,-4%,20%,-1%,2,0,15%,
Cc1cc(Cl)ccc1NC(=O)CSc1nnc(Cc2cccs2)n1Cc1ccco1,-1%,-10%,i,9%,1%,0%,15,9,16%,Spn PMK inh pilot replicates=3.0;Spn MK inh pilot replicates=5.0;Spn DPM-DC inh pilot screen %=2.0
COc1ccccc1N(CC(=O)N1CCCCC1)S(=O)(=O)c1ccccc1,0%,-8%,i,6%,3%,18%,6,9,10%,
Cc1cccn2c(=O)c(C=NCc3ccccc3)c(NCCO)nc12,-10%,-11%,i,-1%,5%,1%,9,12,9%,
CCc1cc(C(=O)OC)c(N2C(=O)C3C4C=CC(C4)C3C2=O)s1 (stereo not drawn),-13%,-5%,i,-17%,nt,-2%,11,8,2%,
CC(C)OC(=O)CSc1nnc(-c2cnccn2)n1Cc1ccco1,-30%,0%,i,-14%,15%,-3%,0,13,6%,
Nc1ncnc2c1CCC2,-10%,-6%,i,-10%,11%,-4%,5,2,12%,
O=C(OCCOCCN=C1NS(=O)(=O)c2ccccc21)c1ccncc1,-19%,-4%,i,-2%,nt,3%,7,8,13%,
O=C(NCc1ccccn1)Nc1ccc(Cl)c(Cl)c1,0%,0%,i,2%,11%,0%,2,3,12%,
C=CCc1cc(C)cc(C)c1OCCn1cncn1,8%,-2%,i,0%,2%,1%,11,5,6%,
COc1ccccc1C(=O)N(Cc1cccs1)C1CCS(=O)(=O)C1 (stereo not drawn),-22%,-4%,i,-32%,nt,10%,1,4,12%,
O=c1c2[nH]c3ccccc3c2ncn1CCN1CCCCC1,-37%,-8%,i,-22%,nt,4%,5,9,10%,
COc1ccc(CCN2C(=O)c3ccccc3C2(O)c2ncc[nH]2)cc1OC (stereo not drawn),nt,nt,i,nt,-4%,8%,0,0,nt,
COc1ccc(NS(=O)(=O)c2ccc(C)c(C(=O)O)c2)cc1,5%,8%,i,-2%,1%,0%,10,6,10%,
CCS(=O)(=O)Nc1ccc(-c2nnc(SCC(=O)c3cccc(OC)c3)o2)cc1,-2%,-1%,i,-17%,nt,32%,11,2,11%,
COc1ccc(C2=NCC(CSc3nccc(=O)[nH]3)S2)cc1 (stereo not drawn),3%,-4%,i,-6%,10%,-3%,19,0,17%,
COc1cc(C2NC(=O)NC(C)=C2C(=O)Nc2cccc(C)c2C)cc(OC)c1OC (stereo not drawn),16%,-2%,i,17%,-1%,5%,0,6,14%,
O=C(c1ccco1)N1CCN(S(=O)(=O)c2ccc(S(=O)(=O)NC3CCCC3)cc2)CC1,15%,3%,i,6%,6%,23%,7,7,16%,
Cn1c(/C(C#N)=C(\O)COc2ccc3ccccc3c2)nc2ccccc21,18%,2%,i,11%,-2%,-6%,9,0,-3%,
COc1ccccc1C(=O)Nc1nnc(-c2ccc(F)cc2)o1,4%,1%,i,-1%,-2%,nt,1,5,22%,

# 2 compounds drawn at random from the list so far:
SMILES,HPDE-C7 cytotoxicity,Bfl-1 displacement,Spn DPM-DC inh,KRASV12 cytotoxicity,LYP inhibition,HT1080 viability,Spn PMK inh,Spn MK inh,Alkaline phosphatase,others
CCc1cc(C(=O)OC)c(N2C(=O)C3C4C=CC(C4)C3C2=O)s1 (stereo not drawn),-13%,-5%,i,-17%,nt,-2%,11,8,2%,
C=CCc1cc(C)cc(C)c1OCCn1cncn1,8%,-2%,i,0%,2%,1%,11,5,6%,

# Remaining list, next part.
SMILES,HPDE-C7 cytotoxicity,Bfl-1 displacement,Spn DPM-DC inh,KRASV12 cytotoxicity,LYP inhibition,HT1080 viability,Spn PMK inh,Spn MK inh,Alkaline phosphatase,others
CCOC(=O)c1ccccc1NC(=O)Cn1cnc2c(nnn2-c2ccc(C)cc2)c1=O,-5%,-1%,i,-18%,nt,-5%,0,4,0%,
O=C1CC(N2CCOCC2)C(=O)N1c1ccc2c(c1)OCO2 (stereo not drawn),-5%,2%,i,-2%,nt,1%,4,8,16%,Spn PMK inh pilot replicates=1.0;Spn MK inh pilot replicates=0.0;Spn DPM-DC inh pilot screen %=0.0
Cc1ccc(SCCC(=O)N2CCOCC2)cc1,-8%,-7%,i,-3%,-7%,10%,15,11,1%,
COc1ccccc1NC(=O)c1nnn(Cc2ccccc2)c1NC(C)=O,3%,0%,i,-6%,-6%,-2%,12,0,3%,
N#CC1=C2Sc3ccccc3N2CCCC1=O,-15%,-5%,i,-10%,-7%,0%,8,7,3%,
COc1cccc(CNC(=O)CCS(=O)(=O)c2cccc3nonc23)c1,-8%,8%,i,-5%,8%,0%,5,8,7%,
CCCCN(CC)CCCNC(=O)CC1Oc2ccccc2NC1=O (stereo not drawn),-10%,-1%,i,-7%,4%,0%,16,16,-3%,
O=C(c1ccc(S(=O)(=O)N2CCCCC2)cc1)N1CCN(c2ccccc2)CC1,-3%,-4%,i,-2%,-2%,9%,1,7,10%,
CN(C)C(=O)CN(c1ccc(F)c(Cl)c1)S(C)(=O)=O,-3%,2%,i,4%,nt,0%,8,10,9%,Spn PMK inh pilot replicates=1.5;Spn MK inh pilot replicates=0.0;Spn DPM-DC inh pilot screen %=0.0
CCN(CC(=O)NCc1cccs1)c1nnnn1-c1ccccc1,16%,-8%,i,6%,-8%,-10%,19,3,7%,
O=C1C2ON(c3ccccc3)C(c3ccncc3)C2C(=O)N1c1ccc(N2CCOCC2)cc1 (stereo not drawn),0%,-1%,i,0%,6%,-2%,0,1,-2%,
COC(=O)c1ccc(CSc2nnc(CNC(=O)c3ccccc3F)o2)o1,-1%,-4%,i,-4%,5%,nt,1,2,6%,

# Ordered by molar mass (rising): some entries from above
SMILES,HPDE-C7 cytotoxicity,Bfl-1 displacement,Spn DPM-DC inh,KRASV12 cytotoxicity,LYP inhibition,HT1080 viability,Spn PMK inh,Spn MK inh,Alkaline phosphatase,others
N#CC1=C2Sc3ccccc3N2CCCC1=O,-15%,-5%,i,-10%,-7%,0%,8,7,3%,
Cc1ccc(SCCC(=O)N2CCOCC2)cc1,-8%,-7%,i,-3%,-7%,10%,15,11,1%,
O=C1CC(N2CCOCC2)C(=O)N1c1ccc2c(c1)OCO2 (stereo not drawn),-5%,2%,i,-2%,nt,1%,4,8,16%,Spn PMK inh pilot replicates=1.0;Spn MK inh pilot replicates=0.0;Spn DPM-DC inh pilot screen %=0.0
CN(C)C(=O)CN(c1ccc(F)c(Cl)c1)S(C)(=O)=O,-3%,2%,i,4%,nt,0%,8,10,9%,Spn PMK inh pilot replicates=1.5;Spn MK inh pilot replicates=0.0;Spn DPM-DC inh pilot screen %=0.0
CCN(CC(=O)NCc1cccs1)c1nnnn1-c1ccccc1,16%,-8%,i,6%,-8%,-10%,19,3,7%,
CCCCN(CC)CCCNC(=O)CC1Oc2ccccc2NC1=O (stereo not drawn),-10%,-1%,i,-7%,4%,0%,16,16,-3%,
O=C(c1ccc(S(=O)(=O)N2CCCCC2)cc1)N1CCN(c2ccccc2)CC1,-3%,-4%,i,-2%,-2%,9%,1,7,10%,
